Assay outcomes deposited in PubChem by several laboratories.
FXN GAA850 act: activators of GAA850 frataxin (FXN) promoter; activation, % at 6 µM; HEK293 lucGAA850 FXN promoter luciferase reporter, 24 h; percent of 10 µM SAHA response; 360,000 tested, 0.56% active;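 active = activation above the average of all compounds screened plus 3 SD, cutoff fixed separately per campaign, cut at about 7.5% in these data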;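 note: 0% = DMSO wells and 100% = 10 µM SAHA wells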
hgDAF-12 ag: hgDAF-12 agonism, primary luciferase screen. HEK293 GAL4-hgDAF12 UAS-luciferase reporter, agonist luminescence; normalized to butyrate control. activation, % at 6.8 µM. 370,000 tested, 1.8% active;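 active = activation above a cutoff set at the mean of all screened compounds plus 3 SD, cut at about 10% in these data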;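 note: 0% = DMSO wells and 100% = sodium butyrate wells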
ssDAF-12 act: S. stercoralis DAF-12 activation, primary screen; HEK293 ssDAF-12/GRIP1 lit1-tk-luc reporter, luminescence; % of 3 µM dafachronic acid response; activation, % at 6.8 µM; 370,000 tested, 1% active; AID 652126;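 active = activation above the mean over all tested compounds plus 3 SD, cut at about 0.9% in these data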;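 note: 0% = DMSO-only wells and 100% = 3 µM delta7-dafachronic acid wells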
SMARCA2 act: activators of SMARCA2 function | activation, % at 9.1 µM | MG213 cells, MMTV-luciferase reporter, dexamethasone, overnight | 370,000 tested, 1% active; in the data active = activation above about 7.8%;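 note: 0% = vehicle wells and 100% = reference activator wells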
hcDAF-12 act: activates DAF-12 receptor from parasite H. contortus; activation, % at 6.8 µM; HEK293 hcDAF-12 lit1-tk-luc reporter, luminescence; 0% DMSO, 100% Δ7-dafachronic acid; 370,000 tested, 1.4% active;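 active = activation above the mean of all tested compounds plus 3 SD, cut at about 5.5% in these data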;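 note: 100% = response to 3 µM Δ7-dafachronic acid high control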
GC-B act: GC-B (human) receptor activation. HEK293-GC-B cells, CNP EC30, cGMP TR-FRET; 0% at EC30 CNP, 100% saturating CNP. activation, % at 10 µM. 370,000 tested, 0.11% active. AID 1920062;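 active = activation at 10 µM reaching about 35% in either raw or pattern-adjusted values, limit read from the data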
sPLA2-III inh: Blocks human group III sPLA2 activity; AID 743126; QFRET BODIPY PC-A2 liposome hydrolysis, fluorescence; inhibition, % at 12.2 µM; 370,000 tested, 0.56% active;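 active = inhibition above mean plus 3 SD of compounds lying within the high and low control bounds, cut at about 19% in these data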;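 note: 0% = median of test compound wells and 100% = no enzyme DMSO wells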
Target sequence (Q9NZ20 whole entry, looked up): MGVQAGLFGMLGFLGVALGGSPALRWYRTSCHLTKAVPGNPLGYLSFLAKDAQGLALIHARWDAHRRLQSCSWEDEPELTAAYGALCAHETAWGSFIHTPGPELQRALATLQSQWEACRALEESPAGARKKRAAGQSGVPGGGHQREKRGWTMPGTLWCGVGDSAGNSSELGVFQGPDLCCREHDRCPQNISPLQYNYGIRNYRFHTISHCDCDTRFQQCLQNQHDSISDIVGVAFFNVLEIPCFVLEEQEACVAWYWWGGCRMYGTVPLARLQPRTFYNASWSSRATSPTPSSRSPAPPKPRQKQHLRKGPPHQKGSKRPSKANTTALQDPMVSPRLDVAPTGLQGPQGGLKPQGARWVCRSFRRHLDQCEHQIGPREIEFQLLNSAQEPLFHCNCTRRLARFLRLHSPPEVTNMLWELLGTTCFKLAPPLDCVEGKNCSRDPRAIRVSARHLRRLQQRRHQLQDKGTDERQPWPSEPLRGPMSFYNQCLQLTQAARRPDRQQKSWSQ
GC-A act: GC-A (human) enzyme activation. HEK293 GC-A cells, cGMP TR-FRET, EC30 ANP; 0% at EC30 ANP, 100% saturating ANP. AID 1671463. activation, % at 10 µM. 370,000 tested, 0.14% active. P16066; in the data active = activation above about 40%
DAX1 inh-1: NR0B1 (DAX1) inhibition; 340,000 tested, 0.99% active; P51843; inhibition, % at 6.75 µM; AID 504766; HEK293 Gal4-DAX1 luciferase reporter, luminescence;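 active = inhibition above the mean over all tested compounds plus 3 SD, cut at about 4.2% in these data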;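 note: 0% = DAX1-transfected cells with DMSO and 100% = empty-vector control cells with DMSO; inhibition shows as a rise in luminescence from relieved DAX1 repression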
Target sequence (P51843 207-470 limits assumed): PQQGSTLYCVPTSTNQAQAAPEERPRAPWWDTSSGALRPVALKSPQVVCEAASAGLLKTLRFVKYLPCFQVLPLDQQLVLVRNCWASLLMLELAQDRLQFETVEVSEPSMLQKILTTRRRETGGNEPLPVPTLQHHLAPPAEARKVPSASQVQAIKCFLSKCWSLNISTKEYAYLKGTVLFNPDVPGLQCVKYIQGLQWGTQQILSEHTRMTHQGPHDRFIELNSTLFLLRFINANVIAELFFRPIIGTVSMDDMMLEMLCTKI
DAX1 inh-2: inhibitors of DAX1 repression of SF-1 activated StAR promoter; inhibition, % at 6.8 µM; AID 652010; HEK293T StAR-luciferase reporter, SF-1/DAX-1 repression relief; 370,000 tested, 1.1% active;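 active = inhibition above the mean over all tested compounds plus 3 SD, cut at about 3.6% in these data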;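 note: 0% = DAX-1 cells with DMSO and 100% = cells lacking DAX-1 with DMSO; higher inhibition means more luminescence from relief of DAX-1 repression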
KLK7 zymogen act: proKLK7 (human) activation, primary screen | P49862 | purified proKLK7, EDANS-DABCYL substrate fluorescence; 100% is mature enzyme control, 0% vehicle | activation, % at 7 µM | 370,000 tested, 0.9% active | AID 652039;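 active = activation above the mean of all tested compounds plus 3 SD, computed per campaign excluding outliers beyond control limits, cut at about 13% in these data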
Target sequence (P49862 whole entry, looked up): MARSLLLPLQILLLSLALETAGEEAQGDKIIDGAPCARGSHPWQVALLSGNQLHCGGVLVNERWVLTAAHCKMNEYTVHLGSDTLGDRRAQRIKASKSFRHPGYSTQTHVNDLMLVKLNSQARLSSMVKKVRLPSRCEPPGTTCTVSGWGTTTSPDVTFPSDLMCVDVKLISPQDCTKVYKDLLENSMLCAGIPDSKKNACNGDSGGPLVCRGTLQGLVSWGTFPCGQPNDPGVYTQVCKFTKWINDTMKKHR
* = called active by the depositor.

For COc1cccc(C(=O)NCCNC(=O)c2ccc(C)nc2)c1 the results were FXN GAA850 act -0.4, hgDAF-12 ag -1.2, ssDAF-12 act -1.0, SMARCA2 act -2, hcDAF-12 act -1.4, GC-B act 0, sPLA2-III inh 6, GC-A act 4, DAX1 inh-1 0.9, DAX1 inh-2 -0.3 and KLK7 zymogen act -0.8.
For COc1ccc(CN2CCN(CC3CC3)CC2CCO)cc1C (stereo unspecified) the results were FXN GAA850 act -1.1, hgDAF-12 ag -1.3, ssDAF-12 act -1.3, SMARCA2 act 0, hcDAF-12 act -2.3, GC-B act 0, sPLA2-III inh -3, GC-A act 1, DAX1 inh-1 -0.5, DAX1 inh-2 0.0 and KLK7 zymogen act 0.3.
Screening COc1ccccc1NC(=O)c1ccc(NC(=O)C2CC2)cc1 returned FXN GAA850 act -0.8, hgDAF-12 ag -0.5, ssDAF-12 act -1.0, SMARCA2 act -1, hcDAF-12 act -0.7, GC-B act -6, sPLA2-III inh 6, GC-A act -1, DAX1 inh-1 -1.0, DAX1 inh-2 0.1 and KLK7 zymogen act 0.0.
For Fc1cccc(Cl)c1Cn1nnc2c(NCc3ccccn3)ncnc21 the results were FXN GAA850 act -1.3, hgDAF-12 ag -1.1, ssDAF-12 act -0.8, SMARCA2 act -3, hcDAF-12 act -0.8, GC-B act 2, sPLA2-III inh -4, GC-A act 2, DAX1 inh-1 -0.6, DAX1 inh-2 -1.4 and KLK7 zymogen act 0.7.
Screening COCCCN1C(=O)C(CC(=O)NCc2cccc3ccccc23)CC(C(=O)N(C)C)=C1C (stereo unspecified) returned FXN GAA850 act -0.8, hgDAF-12 ag -0.3, ssDAF-12 act -1.4, SMARCA2 act -2, hcDAF-12 act 1.4, GC-B act 1, sPLA2-III inh 4, GC-A act 0, DAX1 inh-1 0.4, DAX1 inh-2 -0.4 and KLK7 zymogen act 0.5.
For CC1CCC(N(CCCN)Cc2ccco2)CC1C (stereo unspecified) the results were FXN GAA850 act 0.9, hgDAF-12 ag -0.5, ssDAF-12 act -1.7, SMARCA2 act -4, hcDAF-12 act 0.9, GC-B act 0, sPLA2-III inh 5, GC-A act -5, DAX1 inh-1 -1.9, DAX1 inh-2 0.2 and KLK7 zymogen act 0.3.
CC(C)c1nnc(N2C(=O)C(O)=C(C(=O)c3cccs3)C2c2ccccc2)s1 (stereo unspecified) was read as FXN GAA850 act 0.5, hgDAF-12 ag 5.9, ssDAF-12 act -0.8, SMARCA2 act 1, hcDAF-12 act 3.2, GC-B act -1, sPLA2-III inh -83, GC-A act -1, DAX1 inh-1 -0.3, DAX1 inh-2 0.5 and KLK7 zymogen act -0.6.
`Cc1cccc(N2C(S)=C(C#N)C(=O)NC2c2ccco2)c1` (stereo unspecified) gave FXN GAA850 act 2.7, hgDAF-12 ag -0.8, ssDAF-12 act -0.4, SMARCA2 act -2, hcDAF-12 act -0.5, GC-B act 8, sPLA2-III inh 7, GC-A act 8, DAX1 inh-1 0.7, DAX1 inh-2 -1.2 and KLK7 zymogen act -0.1.
Screening Cc1ccc(NC(=O)C(C)OC(=O)COc2cccc(C(F)(F)F)c2)cc1S(=O)(=O)N1CCOCC1 (stereo unspecified) returned FXN GAA850 act 3.3, hgDAF-12 ag 0.2, ssDAF-12 act 0.6, SMARCA2 act 4, hcDAF-12 act 2.1, GC-B act -8, sPLA2-III inh -34, GC-A act -3, DAX1 inh-1 0.1, DAX1 inh-2 -0.1 and KLK7 zymogen act 0.0.
Screening COC(=O)[C@@]1(Cc2ccc(F)cc2)[C@H]2c3cc(C(=O)N4CCCC4)n(CCc4c[nH]c5ccc(OC)cc45)c3C[C@H]2CN1C(=O)c1ccccc1 returned hgDAF-12 ag -1.9, ssDAF-12 act -1.2, SMARCA2 act -2, hcDAF-12 act -0.5, GC-B act -24, sPLA2-III inh -37, GC-A act -16, DAX1 inh-2 0.5 and KLK7 zymogen act 1.6.
For COC(=O)c1ccc(CNC(=O)Cn2cc(C)c(=O)[nH]c2=O)cc1 the results were FXN GAA850 act 0.4, hgDAF-12 ag -1.7, ssDAF-12 act -0.8, SMARCA2 act -6, hcDAF-12 act -0.7, GC-B act 1, sPLA2-III inh 16, GC-A act -1, DAX1 inh-1 0.1, DAX1 inh-2 0.1 and KLK7 zymogen act 0.4.
For O=C(Nc1ccc(-c2ccccc2)cc1)c1ccc2c(c1)S(=O)(=O)c1ccccc1C2=O the results were FXN GAA850 act -0.6, hgDAF-12 ag -0.8, ssDAF-12 act -1.4, SMARCA2 act 0, hcDAF-12 act 0.3, GC-B act -3, sPLA2-III inh 5, GC-A act -5, DAX1 inh-1 0.5, DAX1 inh-2 -0.2 and KLK7 zymogen act -0.7.
Screening CCCC(=O)Nc1sc(C(=O)OC)c(C)c1C(N)=O returned FXN GAA850 act 3.0, hgDAF-12 ag -0.5, ssDAF-12 act -1.5, SMARCA2 act 3, hcDAF-12 act -0.8, GC-B act 2, sPLA2-III inh 2, GC-A act 2, DAX1 inh-1 1.3, DAX1 inh-2 0.6 and KLK7 zymogen act 0.0.
C(=C\c1ccccc1)/CSc1nnc(-c2cnccn2)n1Cc1ccco1 was read as FXN GAA850 act 2.5, hgDAF-12 ag 1.2, ssDAF-12 act -1.6, SMARCA2 act 0, hcDAF-12 act -1.1, GC-B act -12, sPLA2-III inh -4, GC-A act -9, DAX1 inh-1 0.6, DAX1 inh-2 -0.4 and KLK7 zymogen act 0.2.
`Cn1c(SCC(=O)NCc2ccco2)nnc1C1CC1` gave FXN GAA850 act 1.4, hgDAF-12 ag 2.4, ssDAF-12 act -1.2, SMARCA2 act -1, hcDAF-12 act 0.8, GC-B act 4, sPLA2-III inh 10, GC-A act 1, DAX1 inh-1 2.1, DAX1 inh-2 1.1 and KLK7 zymogen act 0.0.
Screening Cc1nc(SCC(=O)NCc2ccco2)nc(C)c1C returned FXN GAA850 act -0.9, hgDAF-12 ag 0.1, ssDAF-12 act -0.1, SMARCA2 act 2, hcDAF-12 act -0.9, GC-B act 7, sPLA2-III inh -1, GC-A act 1, DAX1 inh-1 3.8, DAX1 inh-2 0.3 and KLK7 zymogen act -0.2.
`CC1(C)CC2(C)OC(=N)C1(C#N)C2(C#N)C#N` (stereo unspecified) gave FXN GAA850 act 3.2, hgDAF-12 ag -0.8, ssDAF-12 act -1.3, SMARCA2 act -4, hcDAF-12 act 0.9, GC-B act 4, sPLA2-III inh 2, GC-A act -2, DAX1 inh-1 0.9, DAX1 inh-2 -0.2 and KLK7 zymogen act -0.4.
CCOC(=O)C1CCCC12Nc1cccc3cccc(c13)N2 (stereo unspecified) was read as FXN GAA850 act -1.7, hgDAF-12 ag -1.1, ssDAF-12 act -0.7, SMARCA2 act -3, hcDAF-12 act 0.7, GC-B act -6, sPLA2-III inh 2, GC-A act -3, DAX1 inh-1 -0.8, DAX1 inh-2 -1.0 and KLK7 zymogen act 0.4.
`CN(C)C(CNC(=S)Nc1ccccc1Cl)c1cccnc1` (stereo unspecified) gave FXN GAA850 act 0.3, hgDAF-12 ag 0.8, ssDAF-12 act -1.1, SMARCA2 act -3, hcDAF-12 act -0.2, GC-B act 3, sPLA2-III inh 5, GC-A act 0, DAX1 inh-1 1.2, DAX1 inh-2 -0.2 and KLK7 zymogen act 0.1.
Screening CN1C(=O)C(O)(CC(=O)c2cccc(-n3cccc3)c2)c2ccccc21 (stereo unspecified) returned FXN GAA850 act -0.7, hgDAF-12 ag -0.4, ssDAF-12 act -1.7, SMARCA2 act 0, hcDAF-12 act -0.8, GC-B act 0, sPLA2-III inh -10, GC-A act 3, DAX1 inh-1 1.0, DAX1 inh-2 -0.7 and KLK7 zymogen act -0.2.

Among those listed so far, these contain fluorine:
For Fc1cccc(Cl)c1Cn1nnc2c(NCc3ccccn3)ncnc21 the results were FXN GAA850 act -1.3, hgDAF-12 ag -1.1, ssDAF-12 act -0.8, SMARCA2 act -3, hcDAF-12 act -0.8, GC-B act 2, sPLA2-III inh -4, GC-A act 2, DAX1 inh-1 -0.6, DAX1 inh-2 -1.4 and KLK7 zymogen act 0.7.
Screening Cc1ccc(NC(=O)C(C)OC(=O)COc2cccc(C(F)(F)F)c2)cc1S(=O)(=O)N1CCOCC1 (stereo unspecified) returned FXN GAA850 act 3.3, hgDAF-12 ag 0.2, ssDAF-12 act 0.6, SMARCA2 act 4, hcDAF-12 act 2.1, GC-B act -8, sPLA2-III inh -34, GC-A act -3, DAX1 inh-1 0.1, DAX1 inh-2 -0.1 and KLK7 zymogen act 0.0.
Screening COC(=O)[C@@]1(Cc2ccc(F)cc2)[C@H]2c3cc(C(=O)N4CCCC4)n(CCc4c[nH]c5ccc(OC)cc45)c3C[C@H]2CN1C(=O)c1ccccc1 returned hgDAF-12 ag -1.9, ssDAF-12 act -1.2, SMARCA2 act -2, hcDAF-12 act -0.5, GC-B act -24, sPLA2-III inh -37, GC-A act -16, DAX1 inh-2 0.5 and KLK7 zymogen act 1.6.

Additional records.
`CC1CN(C(=O)COC(=O)c2nn(-c3ccccc3)c(=O)c3ccccc23)CC(C)O1` (stereo unspecified) gave FXN GAA850 act 0.1, hgDAF-12 ag 0.2, ssDAF-12 act -1.6, SMARCA2 act -1, hcDAF-12 act -0.8, GC-B act 10, sPLA2-III inh 2, GC-A act 0, DAX1 inh-1 -1.2, DAX1 inh-2 -0.2 and KLK7 zymogen act -0.7.
Screening CCCCNC(=O)c1nc(-c2ccccc2)oc1-c1ccc(Cl)cc1 returned hgDAF-12 ag 2.3, ssDAF-12 act -1.4, SMARCA2 act -4, hcDAF-12 act 0.1, GC-B act 0, sPLA2-III inh 11, GC-A act -1, DAX1 inh-2 0.4 and KLK7 zymogen act 0.3.
Screening CCOc1cc(/C=N/Nc2nnc(C)n2N)ccc1O returned FXN GAA850 act 0.2, hgDAF-12 ag -12, ssDAF-12 act -1.7, SMARCA2 act -8, hcDAF-12 act -2.9, GC-B act 1, sPLA2-III inh 11, GC-A act -8, DAX1 inh-1 -2.1, DAX1 inh-2 -1.7 and KLK7 zymogen act -0.9.
For COc1ccc(N2CCN(CC(O)COc3ccc([N+](=O)[O-])cc3)CC2)cc1 (stereo unspecified) the results were FXN GAA850 act 0.5, hgDAF-12 ag -2.0, ssDAF-12 act -1.0, SMARCA2 act 2, hcDAF-12 act 0.9, GC-B act 3, sPLA2-III inh 2, GC-A act -1, DAX1 inh-1 0.7, DAX1 inh-2 0.2 and KLK7 zymogen act -0.8.
O=C1NC[C@@H](CCCCN2C[C@H](Cc3ccc(O)cc3)N(CC3CCCCC3)C(=O)C2=O)N(CC2CCCCC2)C1=O was read as hgDAF-12 ag 0.5, ssDAF-12 act -0.8, SMARCA2 act -4, hcDAF-12 act 0.2, GC-B act 1, sPLA2-III inh -18, GC-A act 1, DAX1 inh-2 0.6 and KLK7 zymogen act 0.6.
For O=C1CC(=O)Nc2cc(S(=O)(=O)N3CCOc4ccccc43)ccc2N1 the results were FXN GAA850 act 2.2, hgDAF-12 ag -0.6, ssDAF-12 act -0.7, SMARCA2 act 1, hcDAF-12 act -1.1, GC-B act -6, sPLA2-III inh -9, GC-A act -4, DAX1 inh-1 0.8, DAX1 inh-2 0.2 and KLK7 zymogen act 0.0.
